Source: PubChem (National Center for Advancing Translational Sciences (NCATS))
MCF10A rerep: A quantitative high throughput screen for small molecules that induce DNA re-replication in MCF 10a normal breast cells; AID 624296, 2012; Potency, µM (top dose mostly 46.1 µM), without a hit: at the top dose activity, positive = re-replication, hits mostly activators; hit rate 2.9% among 350,000; MCF 10A DNA re-replication, Hoechst nuclear intensity, 48 h; further: potency means the concentration at half of the fitted maximal effect; % of control where 0% means no effect; nearly all actives have a fitted effect of over 50% in size
SW480 rereplic: A quantitative high throughput screen for small molecules that induce DNA re-replication in SW480 colon adenocarcinoma cells; AID 624297, 2012; SW480 DNA re-replication, Hoechst DNA content imaging, 48 h; Potency, µM (highest dose often 46.1 µM), without a hit: at the top dose re-replication activation, most hits filed as activators; hit rate 1.8% among 340,000; further: potency means the concentration at half of the fitted maximal effect; % of control where 0% means no effect; nearly all actives have a fitted effect of over 55% in size
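Image-based DNA-content assay: after two days of treatment, nuclei were labelled with the DNA dye Hoechst and imaged, and hits were compounds raising the count of nuclei showing high fluorescence intensity.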
HT1080-NT tox: qHTS for induction of synthetic lethality in tumor cells producing 2HG: qHTS for the HT-1080-NT fibrosarcoma cell line. HT-1080-NT fibrosarcoma viability, CellTiter-Glo ATP luminescence, 48 h. Potency, µM (top dose mostly 46.1 µM), without a hit: top-dose activity, negative = less viability, actives largely listed as cytotoxic. hit rate 1.6% among 360,000. AID 686970, 2013;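 further: NT is the 2HG producing partner of a matched IDH1 knockdown line; potency means the concentration at half of the fitted maximal effect; 0% = DMSO-treated cells and -100% = media-only wells without cells; nearly all actives have a fitted effect of over 55% in size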
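Viability by CellTiter-Glo luminescence after 48 h compound exposure at 37C of HT-1080-NT cells (750/well, RPMI, 5% FBS). % activity scaled between DMSO wells and medium-only wells, then curve-fitted and categorized by curve class.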
WRN inhibitor: qHTS for Inhibitors of WRN Helicase; Bifunctional 3'-5' exonuclease/ATP-dependent helicase WRN (Homo sapiens), Q14191; WRN helicase unwinding, fluorescent forked duplex, kinetic; Potency, µM (titrated, usually from 114 µM), without a hit: top-dose activity change, negative = inhibition, usual class: inhibitors; hit rate 0.46% among 360,000; AID 651768, 2012; further: potency means the concentration at half of the fitted maximal effect; on the % scale 0 is the no-effect control and ±100 the full control effect; nearly all actives have a fitted effect of over 55% in size
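Screening of the MLSMR collection measured strand separation of a quenched forked DNA duplex (100 nM) by 20 nM WRN with 2 mM ATP, all final. Compounds were preincubated with enzyme 15 min at room temperature.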
KB-V1 cytotox: qHTS assay for MDR1-selective chemotherapeutics: Primary screen using the drug-selected MDR subline cells KB-V1 | KB-V1 MDR cells viability, CellTiter-Glo, 72 h | Potency, µM (doses to about 46.1 µM), for the others: at the highest dose activity change, negative = cytotoxicity, usual class: cytotoxic | hit rate 3.4% among 400,000 | AID 1347076, 2019; further: potency means the concentration at half of the fitted maximal effect; on the % scale 0 is the no-effect control and ±100 the full control effect; nearly all actives have a fitted effect of over 60% in size
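Compound-treated KB-V1 multidrug-resistant cells, 72 h, 37 degrees C; viability by CellTiter-Glo. Fitted qHTS curves give the values.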
IL1B secr inh: qHTS for Inhibitors of Inflammasome Signaling: IL-1-beta AlphaLISA Primary Screen. hit rate 4.7% among 360,000. AID 743279, 2014. THP-1 LPS/ATP IL-1B secretion, AlphaLISA, 16 h; stronger effect = lower value. activity change, % at 57.5 µM; in the data active means activity change below about -50%; inconclusive means mostly about -30% to -49%; further: on the % scale 0 is the no-effect control and ±100 the full control effect
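THP-1 cells pretreated 1 hr with compounds (up to 57.5 uM final), then stimulated with LPS (250 ng/mL final) plus ATP (1.25 mM final); secreted IL-1B measured by AlphaLISA after 16 hr, decreased signal indicating inhibition.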
HT1080 IDH1KD tx: qHTS for induction of synthetic lethality in tumor cells producing 2HG: qHTS for the HT-1080-IDH1KD cell line | hit rate 2% among 360,000 | Potency, µM (series often up to 46.1 µM), inactives show at the top dose activity, negative = toxicity, usual class: cytotoxic | AID 686971, 2013 | HT-1080 IDH1 knockdown viability, ATP luminescence, 48 h;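 further: potency means the concentration at half of the fitted maximal effect; 0% = DMSO wells and -100% = cell-free medium wells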
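Assay cells: HT-1080 with IDH1 knockdown, 750 per well, RPMI/5% FBS. Exposure: 48 h at 37 °C following 2 h pre-incubation. Read: CellTiter-Glo luminescence; fitted concentration-response, curve class assigned.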
ATXN2 expr inh: Primary qHTS for Inhibitors of ATXN expression; Potency, µM (titrated, usually from 57 µM), for inactives: at the top dose activity change, negative = inhibition, most hits filed as inhibitors; hit rate 0.72% among 360,000; AID 1745845, 2022; HEK-293 ATXN2-luciferase reporter, luminescence, 24 h; further: potency means the concentration at half of the fitted maximal effect; on the % scale 0 is the no-effect control and ±100 the full control effect; nearly all actives have a fitted effect of over 55% in size
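qHTS (up to 57 uM final) was run with 24 h compound exposure of reporter cells at 37 °C. Each well was multiplexed: SteadyGlo luminescence measured ATXN2-luciferase expression after a fluorogenic Gly-Phe-AFC viability readout (25 uM final).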
KB-3-1 cytotox: qHTS assay for MDR1-selective chemotherapeutics: Primary screen using the parental adenocarcinoma cell KB-3-1. KB-3-1 viability, CellTiter-Glo ATP luminescence, 72 h. Potency, µM (series often up to 46.1 µM), for the others: at the top dose activity change, negative = cytotoxic, most hits filed as cytotoxic. hit rate 1.4% among 400,000. AID 1347075, 2019; further: potency means the concentration at half of the fitted maximal effect; on the % scale 0 is the no-effect control and ±100 the full control effect; nearly all actives have a fitted effect of over 60% in size
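Viability of parental KB-3-1 cells, measured by CellTiter-Glo luminescence, followed a 72 h incubation at 37 °C with pinned compounds in phenol-red-free DMEM containing 10% FBS.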
Active calls of the source: *; u = inconclusive; x = not tested or not shown; & = joins results of further samples; [ ] = dose if it differs, or a comment. Unless noted, the call rests on the fitted dose curve; in most records, active means well fitted curve in the direction sought with a large enough effect; inconclusive means small, poorly fitted or top-dose-only effect, or another doubt; inactive means no such curve, though single readings can be large; an effect the other way counts as inactive or inconclusive. A portion of the library. The share of hits here may be higher or lower than overall.

Screens in order – MCF10A rerep, SW480 rereplic, HT1080-NT tox, WRN inhibitor, KB-V1 cytotox, IL1B secr inh, HT1080 IDH1KD tx, ATXN2 expr inh, KB-3-1 cytotox
- O=C1NC(=S)NC(=O)C1=Cc1ccc2c(c1)CCN2CCCCl
→ -1%, 0%, 7%, 56µM*, -19%, 12, 9%, x, 0%
- O=P(c1ccccc1)(c1nc2ccccc2s1)N1CCOCC1 (stereo unspecified)
→ 6%, -2%, 8%, -6%, u, -12, -1%, -4%, -3%
- CCN1C[C@]2(C)CC[C@H](O)[C@]34C1[C@H](C[C@H]23)[C@@]1(O)C[C@H](OC)[C@H]2C[C@@H]4[C@@H]1C2O (stereo partly specified)
→ -9%, -23%, u, 2%, 11%, 21, -2%, -1%, 0%
- O=C(Cc1cccs1)N1CCC2(CC1)OCCO2
→ 5%, 2%, -1%, -1%, 6%, 6, 0%, 1%, -18%
- COc1ccc(C2CC(c3cccs3)=NN2c2nc(C)c(C(C)=O)s2)cc1OC (stereo unspecified)
→ 3.3µM*, 15µM*, -2%, -2%[57.1 µM], u, u, 2%, 37%[activator], u
- COP(=O)(OC)C1(O)C(=O)Nc2ccc(Br)cc21 (stereo unspecified)
→ 0%, -6%, 12%, 10%, -2%, 0, 14%, -5%, 1%
- CCN1CCN(C(=O)Cc2coc3cc(C)cc(C)c23)CC1
→ 5%, -2%, 3%, 0%, 6%, 4, -2%, -25%, -9%
- Cc1ccc(CN2CCC3CCC(C3)C2)c(O)c1 (stereo unspecified)
→ 8%, -1%, 12%, -10%, 20%, 6, 22%, 1%, 2%
- CN1CCC2(CC1)N=C(c1ccc(F)cc1)C(=S)N2
→ -2%, 0%, 4%, 13%, -9%, -22, 1%, -11%, 4%
- Cc1cccc(N2C(=O)/C(=C/c3ccc(N4CCN(C)CC4)o3)C(=O)NC2=S)c1C
→ u, 291%, -5%, 32µM*, 0%, 2, -7%, -8%, 3%
- Cc1ccc(N2C(=O)CC(=O)NC2=O)cc1Cl
→ -11%, -9%, 1%, 9%, u, 44, -4%, 4%, -2%
- O=C(Nc1cccc(Br)c1)Oc1cccc2cccnc12
→ x, x, 16µM*, 2%[57.1 µM], u, -23, u, 6.3µM*, u
- COc1ccc(C2CN(C)CC2C(=O)c2ccc(C)cc2)cc1Cl (stereo unspecified)
→ -3%, -1%, -7%, -1%, -29%, u, -7%, -17%, 3%
- COc1ccc(-n2c(O)c(/C=C3\C=Nc4ccc(Br)cc43)c(=O)[nH]c2=O)c(OC)c1
→ u, u, -35%, -13%[11.6 µM], -11%, -96*, u, -19%, u
- Clc1ccccc1Nc1ncnc(-n2cccc2)n1
→ 8%, -3%, 8%, -1%, 13%, 3, -20%, 96%[activator], 6%
- O=c1[nH]c2ccccc2n1C1CCN(C(CCc2ccccc2)c2nnnn2C2CCCCC2)CC1 (stereo unspecified)
→ x, x, 9%, -1%, u, -61*, 16%, 14µM*, u
- O=C(Nc1ccc(Br)cc1)c1nn(C23CC4CC(CC(C4)C2)C3)cc1Br
→ -10%, 1%, 4%, -2%, 24%, 20, 8%, -1%, -2%
- Clc1ccccc1CNC1CN2CCC1CC2 (stereo unspecified)
→ 7%, -2%, -2%, 14%, -22%, -3, 7%, 16%, 1%
- c1ccc(C(c2ccccc2)c2ccncc2)cc1
→ 3%, 17%, -9%, -13%, -15%, -27, 0%, -16%, 0%
- Cc1nn(CC(=O)N2CCC3(CC2)OCCO3)c(=O)c2cc3ccccc3n12
→ -2%, -8%, 2%, 2%[57.1 µM], 1%, 0, 8%, 4%, u
- Cc1ccc(OCC(=O)N2CCN(Cc3ccc4c(c3)OCO4)CC2)cc1
→ 3%, -2%, 2%, -23%[57.1 µM], -25%, -11, -15%, -14%, 0%
- Oc1cc2c(cc1CN1CCN(c3ccc(F)cc3)CC1)OCO2
→ -7%, -2%, 9%, -28%, 14%, -1, 5%, -1%, -14%
- O=C1CC2OCC=C3CN4CCC56c7cc([N+](=O)[O-])ccc7N1C5C2C3CC46 (stereo unspecified)
→ 6%, 5%, -5%, 7%, 12%, -12, -2%, x, 1%
- CCCCn1c(C)c(C(=O)O)c2cc(OC)ccc21
→ 0%, -1%, 5%, -2%, -12%, 0, 10%, 3%, -7%
- COc1ccc2c(c1OC)CN1CCc3cc4c(cc3[C@H]1C2)OCO4
→ -28%, -11%, 0%, 2%, 3%, -4, 0%, -2%, -26%
- CC(=O)Nc1cc([As](=O)(O)O)ccc1O
→ -1%&-16%&-3%, u, 5%, 2%, 1%, 0, 1%, -2%&3%, 0%
- Cc1cc(C)nc(/N=C(\N)c2c(O)[nH]c(=O)[nH]c2=O)n1
→ 1%, -10%, 17%, -4%, -4%, -14, 3%, x, 15%
- CC1=CC(=C2C(=O)NC(=O)NC2=O)C=C(C(F)(F)F)N1Cc1ccccc1
→ 6%, 12%, u, -3%, -1%, 10, u, 7%, u
- O=C(CN1CCOCC1)NCC(=O)Nc1ccc(Br)cc1C(=O)c1ccccc1
→ -3%, 0%, -8%, 12%, -21%, 3, -20%, 2%, 5%
- CCCCCN1C(=O)c2cc(OC)ccc2[C@@]2(C(=O)OCC)Cc3cc(Cl)ccc3[C@@H]12
→ x, x, 2.9µM*, -7%, 1.6µM*, x, 4.1µM*, 7.1µM*, 0.65µM*

4 of the compounds above, field by field:
CC1=CC(=C2C(=O)NC(=O)NC2=O)C=C(C(F)(F)F)N1Cc1ccccc1
  MCF10A rerep: 6% | SW480 rereplic: 12% | HT1080-NT tox: u | WRN inhibitor: -3% | KB-V1 cytotox: -1% | IL1B secr inh: 10 | HT1080 IDH1KD tx: u | ATXN2 expr inh: 7% | KB-3-1 cytotox: u
CC(=O)Nc1cc([As](=O)(O)O)ccc1O
  MCF10A rerep: -1%&-16%&-3% | SW480 rereplic: u | HT1080-NT tox: 5% | WRN inhibitor: 2% | KB-V1 cytotox: 1% | IL1B secr inh: 0 | HT1080 IDH1KD tx: 1% | ATXN2 expr inh: -2%&3% | KB-3-1 cytotox: 0%
O=C1CC2OCC=C3CN4CCC56c7cc([N+](=O)[O-])ccc7N1C5C2C3CC46 (stereo unspecified)
  MCF10A rerep: 6% | SW480 rereplic: 5% | HT1080-NT tox: -5% | WRN inhibitor: 7% | KB-V1 cytotox: 12% | IL1B secr inh: -12 | HT1080 IDH1KD tx: -2% | ATXN2 expr inh: x | KB-3-1 cytotox: 1%
O=C(CN1CCOCC1)NCC(=O)Nc1ccc(Br)cc1C(=O)c1ccccc1
  MCF10A rerep: -3% | SW480 rereplic: 0% | HT1080-NT tox: -8% | WRN inhibitor: 12% | KB-V1 cytotox: -21% | IL1B secr inh: 3 | HT1080 IDH1KD tx: -20% | ATXN2 expr inh: 2% | KB-3-1 cytotox: 5%

(next part)
Screens in order – MCF10A rerep, SW480 rereplic, HT1080-NT tox, WRN inhibitor, KB-V1 cytotox, IL1B secr inh, HT1080 IDH1KD tx, ATXN2 expr inh, KB-3-1 cytotox
- CC1=C(N2CC2)C(=O)C(CO)=C(N2CC2)C1=O
→ u, u, u, -12%, 0.26µM*, -99*, 0.0058µM*, 0.12µM*, 0.46µM*
- CCOC(=O)[C@]12Cc3cc(Cl)ccc3[C@H]1N(C1CCCCC1)C(=O)c1cc(OC)ccc12
→ x, x, 2.3µM*, -6%, 5.8µM*, -110*, 1.8µM*, 2.2µM*, 1µM*
- C[C@@H]1C[C@H](Nc2ccccc2)c2ccccc2N1C(=O)c1cccnc1
→ 13µM*, u, -12%, -9%, u, -3, -21%, -23%, u
- CCCCn1c(O)c(C(C)=NC(C)c2ccccc2)c(=O)[nH]c1=O (stereo unspecified)
→ -2%, -9%, -15%, 0%, u, 49, -28%, 0%, -23%
- Cn1c(=O)[nH]c2nncnc2c1=O
→ -2%, 5%, 2%, -16%, 24%, 63, -2%, -8%, 2%
- CC(=O)CC(c1ccccc1[N+](=O)[O-])c1c(O)c2ccccc2oc1=O (stereo unspecified)
→ 1%, -5%, 17%, 8%, u, 33, -1%, -1%, -7%
- C=CCn1c(O)c(N=Nc2c(C)n(C)n(-c3ccccc3)c2=O)c(=O)[nH]c1=S
→ 9%, u, -7%, -3%, 3.3µM*, 24, -14%, u, u
- Cc1cc(C)c(-n2c(O)c(/C=N/NC(=O)c3ccncc3)c(=O)[nH]c2=O)c(C)c1
→ -2%, -10%, 17%, 2%, u, 27, 11%, -1%, 5%
- CCOC(=O)C1C(=O)NC23CCCC2C1c1ccccc1O3 (stereo unspecified)
→ -2%, 3%, 18%, -1%, 17%, -10, 11%, -19%, 5%
- C=C(C=O)CC1CC(O)[C@]2(C)OC3CC4OC5C[C@]6(C)O[C@]7(C)CCC8OC9C[C@]%10(C)OC%11C(C)=CC(=O)OC%11CC%10OC9C[C@@H](C)C8OC7CC6O[C@]5(C)CC5OC5C4OC3CC2O1 (stereo partly specified)
→ 4.6µM*, 5.8µM*, u, -7%, -21%, -104*, x, u, 12µM*
